# Kir21 inh = inhibitors of mouse Kir2.1 inward-rectifier potassium channel | B-score at 10 µM | HEK293-Kir2.1, FluxOR thallium flux fluorescence; stronger effect = lower value | 310,000 compounds, 0.85% hits;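 active = fluorescence ratio B-score at or below minus 3 SD of library scores, with starting-brightness B-score within 2 SD, cut at about -4.2 in these data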;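 note: channel flux triggered by added potassium and thallium sulfate stimulus; B-score of peak minus minimum fluorescence over baseline after thallium stimulus; more negative B-score means stronger Kir2.1 block with less thallium influx; some compounds called inactive have numbers as strong as hits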
# KCNQ2 block = KCNQ2 channel blockers in CHO-K1 cells – cell-based, FluxOR thallium flux, B-score, primary screen (AID 2156) | O88943 | 20 min; stronger effect = lower value | B-score at 10 µM | 310,000 compounds, 1.1% hits;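 active = fluorescence ratio B-score at most minus 3 library SDs, with starting brightness B-score within 2 library SDs, cut at about -5.5 in these data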
# Target sequence (O88943 whole entry, looked up): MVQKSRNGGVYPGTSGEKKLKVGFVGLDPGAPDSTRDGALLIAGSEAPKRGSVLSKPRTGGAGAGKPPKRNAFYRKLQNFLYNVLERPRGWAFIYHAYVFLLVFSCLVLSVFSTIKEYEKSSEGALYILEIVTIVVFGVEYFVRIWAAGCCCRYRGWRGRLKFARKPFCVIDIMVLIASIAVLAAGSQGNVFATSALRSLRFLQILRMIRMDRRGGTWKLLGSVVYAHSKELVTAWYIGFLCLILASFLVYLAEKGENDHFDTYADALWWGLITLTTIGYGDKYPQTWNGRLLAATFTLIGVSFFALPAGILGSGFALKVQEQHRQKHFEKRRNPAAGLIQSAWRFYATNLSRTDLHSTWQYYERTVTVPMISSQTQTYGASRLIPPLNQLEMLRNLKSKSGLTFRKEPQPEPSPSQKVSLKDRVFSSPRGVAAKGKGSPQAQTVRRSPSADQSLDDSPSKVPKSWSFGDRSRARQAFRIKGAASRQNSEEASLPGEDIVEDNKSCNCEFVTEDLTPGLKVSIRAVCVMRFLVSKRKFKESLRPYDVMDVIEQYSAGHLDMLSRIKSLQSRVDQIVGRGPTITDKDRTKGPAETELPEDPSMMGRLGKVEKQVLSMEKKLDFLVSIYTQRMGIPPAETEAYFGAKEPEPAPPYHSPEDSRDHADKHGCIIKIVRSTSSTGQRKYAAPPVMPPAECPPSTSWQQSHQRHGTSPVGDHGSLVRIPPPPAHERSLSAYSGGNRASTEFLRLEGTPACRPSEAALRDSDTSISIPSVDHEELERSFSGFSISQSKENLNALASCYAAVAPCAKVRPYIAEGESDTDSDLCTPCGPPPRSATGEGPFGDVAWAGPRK
# The depositor's hits bear a star; i = inactive.
SMILES,Kir21 inh,KCNQ2 block
Cc1ccc(S(=O)(=O)c2c(C)cc(C)[nH]c2=O)c(C)c1,0.47,i
O=C(OC(C(=O)NCc1cccs1)c1ccccn1)c1cccs1 (stereo unspecified),-0.83,i
COCCCNC(=O)CN(c1cc(C(F)(F)F)ccc1Cl)S(C)(=O)=O,-0.02,i
COc1ccccc1C(=O)CSc1cccc[n+]1[O-],0.4,i
CN(C)C(=O)CNC(=O)C1CCCCC1,0.13,i
Cc1c(C(=O)NCc2ccccn2)sc2nc(-c3ccc(F)cc3)cn12,0.8,i
Cc1nn(C(C)(C)C)c(OC(=O)c2ccc(Br)o2)c1Sc1ccccc1,2.5,i
CCOc1ccc(C2C(C#N)=C(N)Oc3cc(C)oc(=O)c32)cc1 (stereo unspecified),1.9,i
COC(=O)[C@H](CCSC)NC(=O)Nc1ccc(OC)cc1OC,-0.7,i
COc1ccc(S(=O)(=O)NC(C)C(=O)N2CCCCCC2)cc1 (stereo unspecified),-0.2,i
O=C(COc1ccc(C(=O)c2ccccc2)cc1)Nc1cccnc1,0.53,i
Cc1c(Cl)cccc1NC(=O)C1Cc2ccccc2CN1C(=O)c1ccccc1 (stereo unspecified),-0.22,-7.9*
CCN(CC(=O)Nc1ccc(NC(C)=O)cc1)C(=O)/C=C/c1ccccc1,-1.2,i
CCOC(=O)C(NC(=O)c1ccccc1)=C(C)C,-1.4,i
COc1ccccc1NC(=O)NCc1nc(-c2ccc(C(F)(F)F)cc2)no1,0.34,i
Cc1cc2cc(CNC(=O)c3ccc(S(=O)(=O)N4CCOCC4)cc3)ccc2[nH]1,0.05,i
O=C(NCCN1CCOCC1)c1cccc(S(=O)(=O)N(Cc2ccccc2)c2ccccc2)c1,0,i
CCOC(=O)C(Cc1ccccc1)NC(C)=O (stereo unspecified),2.1,i
COc1ccc(/C=C(\C#N)C(=O)Nc2cccnc2)cc1,0.32,i
COC(=O)c1ccc(C(NC(=O)OCc2ccccc2)/C(C)=C/[C@@H](C)C(=O)NCc2ccc(-c3ccccc3)cc2)cc1 (stereo partly specified),1.9,i
COC(=O)/C=C1\SC(=NC(=O)c2ccc(C)cc2)NC1=O,0.17,i
COC(=O)CCC(=O)OC1(C)C(=O)C2=CN(Cc3ccc(OC)cc3)C(c3ccc(OC)cc3)=CC2=C(Br)C1=O (stereo unspecified),0.41,i
COC(=O)Cn1ncc(N(C)Cc2ccccc2)c(Cl)c1=O,-0.2,i
Cc1cc(NC(=O)CCN2CCN(Cc3ccccc3)CC2)ccc1Br,-3.3,i
Cc1ccc(CN2CCN(/N=C/c3ccc(C)s3)CC2)cc1,-1.7,i

# Complete entries as entered above.
# COC(=O)c1ccc(C(NC(=O)OCc2ccccc2)/C(C)=C/[C@@H](C)C(=O)NCc2ccc(-c3ccccc3)cc2)cc1 (stereo partly specified) in the list: Kir21 inh = 1.9; KCNQ2 block = i
# CCOC(=O)C(Cc1ccccc1)NC(C)=O (stereo unspecified) in the list: Kir21 inh = 2.1; KCNQ2 block = i

# The results go on.
SMILES,Kir21 inh,KCNQ2 block
Cc1cc(C)c(O)c(-c2cc(C(=O)NCc3ccccc3)[nH]n2)c1,0.94,i
CC1CCCCN1C(=O)c1ccc(C(=O)N2CCCCC2C)cc1 (stereo unspecified),-0.28,i
CC(/C=N/n1c(-c2ccco2)n[nH]c1=S)=C\c1ccco1,2,i
CCCc1nc2sc3c(c2c(=O)n1NC(=O)CCC(=O)OC)CCCC3,1.2,i
CCOC(=O)c1ccc(NC(=O)Nc2ccc3c4c(cccc24)C(=O)N3CC)cc1,-0.61,i
COC(=O)c1ccc(C2c3[nH]c4ccccc4c3C[C@H]3C(=O)N(C4CCN(Cc5ccccc5)CC4)CC(=O)N23)cc1 (stereo partly specified),0.42,i
Cc1cccc(N2CCN(C(=O)CCn3c(=O)[nH]c4ccsc4c3=O)CC2C)c1 (stereo unspecified),0.23,i
CCN(CC)c1nc(-c2ccccc2)cc(C(F)(F)F)c1C#N,0.24,i
N#Cc1ccc(/C=N/N=C(N)N)cc1,1.1,i
C/C(=N\NC(=O)Cn1nc(C)c([N+](=O)[O-])c1C)c1ccc(Cl)s1,-0.07,i
CN1CCN(NC(=S)NC2CCCC2)CC1,1.6,i
COc1ccc(CCC(=O)OCC(=O)c2c(N)n(CC(C)C)c(=O)n(C)c2=O)cc1,0,i
COc1cc2cc(C)nc(Cc3cccc4ccccc34)c2cc1OC,0.03,i
CCOC(=O)Nc1nc(C)c(C(=O)N(C)C)s1,-0.28,i
CCN(CC(=O)NC)S(=O)(=O)c1ccc(Br)cc1,-1.4,i
Cc1cc(C)cc(OCC(=O)N(Cc2ccc(N(C)C)cc2)C2CCS(=O)(=O)C2)c1 (stereo unspecified),0.09,i
C=CCn1c(SCC(=O)Nc2c(C)nn(Cc3ccccc3)c2C)nnc1C(O)c1ccccc1 (stereo unspecified),0.7,i
COc1ccccc1NC(=S)NC(NC(C)=O)C(Cl)(Cl)Cl (stereo unspecified),-0.51,i
Cc1nn(CCCNC(=O)C2CCCO2)cc1Br (stereo unspecified),-0.28,i
COc1ccc(CC(=O)Nc2nnc(C(C)C)s2)cc1OC,1,i
COc1ccc(-c2nc(C#N)c(N3CCC(C(N)=O)CC3)o2)cc1OC,-0.44,i
O=C(N/N=C/c1ccc(Cl)c([N+](=O)[O-])c1)c1cc(-c2ccccc2)nc2ccccc12,0.12,i
CCC1CCCCN1CCCNC(=O)CCCNC(=O)Cn1cnc2sc3c(c2c1=O)CCCC3 (stereo unspecified),-1.2,i
CC(=O)Nc1cc(C(=O)N2CCOCC2)ccc1S(=O)(=O)c1ccc(C)cc1,-1.8,i
CCn1c(SCC(=O)N2CCCCC2C)nc2c1c(=O)n(C)c(=O)n2C (stereo unspecified),-2.9,i
SMILES,Kir21 inh,KCNQ2 block
CNC(=O)CSc1nc2cccnc2n1C1CCCCC1,0,i
COc1ccc(C(=O)NCC(=O)N/N=C/C(C)=C/c2ccco2)cc1OC,0.26,i
COc1cc(N2CCCC2)ccc1C=O,-0.19,i
CC(C)CCOc1ccc(C2(C)NC(=O)N(CN3CCOCC3)C2=O)cc1 (stereo unspecified),-0.63,i
NS(=O)(=O)c1ccc(NC(=O)COC(=O)Cc2ccc(Cl)cc2)cc1,0.07,i
CCOc1ccc(CCNS(=O)(=O)c2ccc3c(c2)NC(=O)CO3)cc1OCC,-2.2,i
O=C(NC(=S)Nc1cc(C(F)(F)F)ccc1N1CCOCC1)c1ccc(-c2cccc(Cl)c2)o1,0.03,i
COc1ccc(OC)c(NC(=O)c2sc3nc(Cc4ccccc4)cc(C(F)(F)F)c3c2N)c1,1.8,i
COc1ccc(N(C(=O)c2ccccc2OC(C)=O)C(C)C2CC2)cc1 (stereo unspecified),0.05,i
CC(C)c1ccc(NC(=O)c2ccccc2NC(=O)C2CC=CCC2C(=O)O)cc1 (stereo unspecified),1.9,i
CC1Oc2ccccc2C=C1C1/C(=C(/O)c2ccccc2)C(=O)C(=O)N1CCCN(C)C (stereo unspecified),0,i
COc1cc2ccccc2nn1,-0.04,i
COC(=O)C1=C(C)NC(=O)NC1c1ccc(OCC(=O)N2CCCCC2)cc1 (stereo unspecified),2.7,i
O=C(c1ccccc1S(=O)(=O)NCc1ccccc1)N1CCCC1,1.6,i
CC(OC(=O)c1ccc2c(c1)OCCO2)C(=O)c1ccccc1 (stereo unspecified),-1.3,i
COc1ccc(OCc2nnc(SCC(=O)c3c(N)n(C)c(=O)n(C)c3=O)n2-c2ccccc2F)cc1,0.53,i
CC(=O)c1ccc(NC(=O)CCC(=O)N2CC(C)Oc3ccc(C)cc32)cc1 (stereo unspecified),-0.67,i
O=S(=O)(Nc1ccc(O)c(CN2CCCCC2)c1)c1ccccc1,-0.77,i
O=C(CSc1nncs1)NCc1ccc(F)cc1,1.3,i
COc1ccccc1NC(=O)Nc1nc(CC(=O)NCc2cccnc2)cs1,0.06,i
CN(C)c1ccc(CN(C(=O)c2ccccc2Br)C2CCS(=O)(=O)C2)cc1 (stereo unspecified),0.64,i
CCn1c(=O)cc(SCC(=O)Nc2cccc(SC)c2)c2ccccc21,-1.2,i
Cc1ccc(C)c(N=Cc2ccc(-c3ccc([N+](=O)[O-])cc3)o2)c1,1.5,i
CC(=N\Nc1ccc(Cl)cc1)/C(=N/O)C(=O)Nc1ccccc1,0.07,i
CCCCOC(=O)Nc1cccc(C(=O)OCC)c1,0.05,i
SMILES,Kir21 inh,KCNQ2 block
Cc1nc2ccc(F)cc2cc1C(=O)NCc1ccco1,1.4,i
Cc1c(N2C(=O)c3ccc(F)cc3C2=O)c(=O)n(-c2ccccc2)n1C,0.09,i
CCCCCCNCCn1cnc2c(N)ncnc21,0.6,i
CC(=O)c1ccc(OCCCOc2cccc3cccnc23)cc1,1,i
COC(=O)COc1cc(Cl)c(C=O)cc1OC,-0.18,i
COC(C[C@@H](O)C[C@@H](O)COCc1ccccc1)OC,-0.06,i
O=c1[nH]c(/C=C/c2ccc([N+](=O)[O-])cc2)c([N+](=O)[O-])c(=O)[nH]1,-1.1,i
COc1cc(NC(=O)C2CC(c3ccc(Cl)cc3)=NO2)cc(OC)c1OC (stereo unspecified),0.02,i
O=C(COc1cnc2ccccc2n1)NCCC1=CCCCC1,-2.2,i
CN(CCC1CCOCC1)C(=O)C1CCC(=O)N(CCc2ccccc2)C1 (stereo unspecified),-0.09,i
O=C(CCCCO)CCCCCCCC[C@H]1N[C@H](CO)[C@H](O)[C@@H]1O[C@@H]1O[C@H](CO)[C@@H](O)[C@H](O)[C@H]1O,-1.2,i
COc1cc(/C=N\NC(=O)c2ccc(Cn3cc(Br)c([N+](=O)[O-])n3)o2)cc(OC)c1O,0.56,i
COc1ccccc1C(=O)COC(=O)Cn1c(C)csc1=O,-0.02,i
CC(NC(=O)c1ccco1)C1COc2ccccc2O1 (stereo unspecified),-0.43,i
COc1ccc(CN2CCC(N3CC(C)OC(C)C3)CC2)c(OC)c1 (stereo unspecified),-0.18,i
O=C(COc1cccc(Cl)c1)NCc1ccccc1,1.7,i
COc1ccc(NC(=O)C(=O)NCC(c2ccco2)N2CCc3ccccc3C2)cc1 (stereo unspecified),1.1,i
O=C(OCCN1CCCCC1)c1ccc(O)cc1,1.3,i
C1CN(CC23CC4CC(CC(C4)C2)C3)CCO1,-0.11,i
COc1ccc2nc(N3C(=O)/C(=C/c4ccccc4)NC3=S)sc2c1,0.8,i
CN(C)c1ccc(C(C(=O)NC2CCCC2)N(Cc2cccnc2)C(=O)c2snc(C(N)=O)c2N)cc1 (stereo unspecified),0.61,i
OC(CNC1CCCCC1)CNC1CCCCC1,0,i
Cc1ccc(S(=O)(=O)Nc2ccc3c(c2)CCC3)cc1C,-0.74,i
CCOC(=O)c1c(NC(=O)OC)sc(C(=O)N(C)C)c1C,2.5,i
O=C(O)C1CCC(Cn2c(SCc3cc(=O)n4ccccc4n3)nc3ccsc3c2=O)CC1 (stereo unspecified),1.1,i

# 4 structures already listed, arranged by molar mass, descending.
SMILES,Kir21 inh,KCNQ2 block
CC(=N\Nc1ccc(Cl)cc1)/C(=N/O)C(=O)Nc1ccccc1,0.07,i
COc1ccc(CC(=O)Nc2nnc(C(C)C)s2)cc1OC,1,i
CC(OC(=O)c1ccc2c(c1)OCCO2)C(=O)c1ccccc1 (stereo unspecified),-1.3,i
OC(CNC1CCCCC1)CNC1CCCCC1,0,i

# Reprinted at random: 5 records from the list
SMILES,Kir21 inh,KCNQ2 block
CN(CCC1CCOCC1)C(=O)C1CCC(=O)N(CCc2ccccc2)C1 (stereo unspecified),-0.09,i
CC(NC(=O)c1ccco1)C1COc2ccccc2O1 (stereo unspecified),-0.43,i
COc1ccc(CN2CCC(N3CC(C)OC(C)C3)CC2)c(OC)c1 (stereo unspecified),-0.18,i
COc1ccccc1C(=O)COC(=O)Cn1c(C)csc1=O,-0.02,i
CCCCCCNCCn1cnc2c(N)ncnc21,0.6,i

# New compounds follow
SMILES,Kir21 inh,KCNQ2 block
COCCCNC(=O)CC(NS(=O)(=O)c1ccc(C)cc1)c1ccc(OC)cc1 (stereo unspecified),-1.1,i
O=C(Oc1cccc(-n2cnnn2)c1)c1ccccc1,-2.6,i
Cc1ccc(C)c(SCC(=O)NNC(=O)c2ccccc2)c1,1.1,i
COc1ccc(CC(=O)Nc2c(C(=O)N3CCN(c4ncccn4)CC3)oc3ccccc23)cc1,-0.3,i
Cn1c(=O)n(CCOc2ccc([N+](=O)[O-])cc2)c2ccccc21,-0.06,i
O=C(NC1CCCCC1)c1cc(-c2ccc(F)cc2)on1,0.7,i
CCC(=O)N(CCc1ccccc1C)Cc1cc2ccc(C)cc2[nH]c1=O,-1.8,i
CC(=O)c1ccc(S(=O)(=O)N2CCCC2)cc1,1.2,i
Cc1ccc(CNC(=O)Cn2nnc(C(=O)Nc3ccc(Br)cc3)c2N)cc1,1.9,i
CSc1cccc(NC(=O)CCn2c(=O)c3cccn3c3cccnc32)c1,-0.02,i
O=C(CSc1nnc(Cc2cccs2)n1Cc1ccco1)Nc1ccc(Cl)cc1Cl,-3.3,-6.9*
Cc1ccc(Cc2c[nH]c(=S)s2)cc1,1,i
O=C1C(Cl)=C(NCC2CCCO2)C(=O)N1c1ccccc1 (stereo unspecified),-0.59,i
O=C(Cn1c(=O)c2c(ncn2Cc2ccccc2)n(Cc2ccccc2)c1=O)NC1CC1,-0.23,i
O=C(Nc1nc(-c2ccc(Cl)cc2)cs1)C1CCCO1 (stereo unspecified),-0.09,i
NC(=S)Nc1ncc(C(F)(F)F)cc1Cl,0.59,i
COC(=O)CSCC(=O)Nc1cc2c(cc1C(C)=O)OCO2,0.44,i
Cn1c(=O)c2c(nc(N/N=C3\CCCc4ccccc43)n2Cc2ccc(F)cc2)n(C)c1=O,2,i
Cc1cc(CC(C)C)n(-c2nc3ccccc3c(=O)n2OCC(N)=O)n1,1.7,i
CC(=O)c1cccc(NC(=O)/C(=C/c2ccco2)NC(=O)c2ccco2)c1,-0.99,i

# Screening data from PubChem BioAssay.
